AMA1 RON2 block = disrupts binding of P. falciparum AMA1 to RON2. 360,000 tested, 0.2% active. AID 720542. Potency, µM (series often up to 58.2 µM), for the others: at the highest dose activity change, negative = inhibition, actives largely listed as inhibitors. AlphaScreen AMA1-biotinylated RON2 peptide binding;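 note: 0% = vehicle wells and -100% = peptide control; nearly all actives have a fitted effect of over 45% in size; some results filed as inactive show a strong effect at the top dose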
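AMA1 (3D7) with his tag at 25 nM final met compounds first, then biotinylated RON2 peptide at 25 nM; detection used donor plus acceptor beads, 10 µg/mL apiece, read by AlphaScreen after 30 min at room temperature.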
Tb PYK inh = blocks Trypanosoma brucei pyruvate kinase | Potency, µM (top dose mostly 76.8 µM), inactives show top-dose activity, negative = inhibition, usual class: inhibitors | 410,000 tested, 0.12% active | TbPYK enzyme, Kinase-Glo Plus ATP luminescence, 45 min | Q57TT1 | AID 624173; note: nearly all actives have a fitted effect of over 50% in size
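T. brucei PYK with substrate was exposed to pin-transferred compounds across a concentration series, then started with 130 uM ADP (final). After 45 min at room temperature, Kinase-Glo Plus luminescence was read, normalized and curve-fitted.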
The depositor's hits bear a star; [ ] = another dose, or the depositor's remark. Calls come from the whole dose curve; as a rule, active = well fitted curve in the direction sought with a large enough effect; inconclusive = small, poorly fitted or top-dose-only effect, or another doubt; inactive = no such curve, though single readings can be large; an effect the other way counts as inactive or inconclusive. Unless noted, % is set by controls: 0 for no effect and ±100 for the full control effect; potency is the fitted concentration of half-maximal effect.

Structure	AMA1 RON2 block	Tb PYK inh
COc1ccc(-c2ccc(CN3C(CC(C)C)C(=O)N(Cc4cn(Cc5ccco5)nn4)CCS3(=O)=O)cc2)cc1 (stereo not given)	12%	0%
Cc1ccc(S(=O)(=O)N(C)C[C@H]2Oc3cc(Br)ccc3S(=O)(=O)N([C@H](C)CO)C[C@@H]2C)cc1	7%	7%
CCc1nc2ccc(C(=O)N3CCN(c4ccccc4)CC3)cn2c1N(C)CCC(C)C	-3%	0%
CC(C)(C)OC(=O)C[C@H]1C/C=C\C[C@H](CC(=O)N[C@@H](CO)Cc2ccccc2)C(=O)N[C@H](C(C)(C)C)COC1=O	-13%	2%
CN(C)S(=O)(=O)c1ccc(NC(=O)Cn2nc(-c3ccc4c(c3)OCCO4)ccc2=O)cc1	10%	-21%
COCCCn1c(SCC(=O)c2c(N)n(C3CC3)c(=O)[nH]c2=O)nnc1-c1ccccc1Cl	-4%	1%
COc1ccc(C(O)c2nc(-c3ccoc3)cs2)cc1 (stereo not given)	-5%	-12%
Cc1ccc(SCC(=O)NNC(=O)CNC(=O)c2ccccc2F)cc1	80%[activator]	1%
CCc1nc2c(OCCC3CCCCC3)cccn2c1N(C)C(=O)CC(C)C	-8%	5%
O=C(NN=Cc1ccc2c(c1)CCC2)c1cccc([N+](=O)[O-])c1	30%	5%
Cn1c(=O)c2[nH]c(N=NN3CCCCC3)nc2n(C)c1=O	10%	5%
Cc1cccc(C(=O)OCC(=O)NCCN2C(=O)CSC2=O)c1[N+](=O)[O-]	8%	-1%
CC(C)C[C@@H](CN1CCCC1CN1C(=S)NC[C@@H]1Cc1ccccc1)N1C[C@H](Cc2ccc(O)cc2)N(CCc2ccccc2)C1=S (stereo not given in full)	18%	-3%
O=C(O)C[C@H]1c2cc(C(F)(F)F)ccc2S(=O)(=O)N1C1CCCCC1	5%	2%
Cc1cc(C)c(-c2c(N)cc(Br)cc2Br)c(N)c1	-6%	-7%

Whole records, quoted from the list. Order of values: AMA1 RON2 block | Tb PYK inh
Entry for `COc1ccc(C(O)c2nc(-c3ccoc3)cs2)cc1` (stereo not given) = -5% | -12%
Entry for `COc1ccc(-c2ccc(CN3C(CC(C)C)C(=O)N(Cc4cn(Cc5ccco5)nn4)CCS3(=O)=O)cc2)cc1` (stereo not given) = 12% | 0%

(continued)
Structure	AMA1 RON2 block	Tb PYK inh
COc1ccc(CC(N)c2csc(Nc3cc(NCCCO)ncn3)n2)cc1 (stereo not given)	58%[activator]	-8%
CCN(CC(=O)Nc1ccc(NC(C)=O)cc1)C(=O)c1ccc(S(=O)(=O)N2CCCC2)cc1	-6%	1%
Nc1ncnc2c1cnn2C1CC(O)C(CO)O1 (stereo not given)	16%	-3%
CCOC(=O)C1CCCN(C(=O)c2ccccc2NS(=O)(=O)c2ccc(F)cc2)C1 (stereo not given)	-2%	4%
CC1CC1C(=O)OCC(=O)Nc1ccc(Cl)cn1 (stereo not given)	-6%	5%
O=C(COC(=O)c1cc2ccccc2cc1O)NC1CCCCC1	-7%	0%
O=C1N[C@H](Cc2ccccc2)COC(=O)[C@H](Cc2ccc(F)cc2)CC/C=C/C[C@@H]1CC(=O)N(CCO)Cc1ccccc1	-3%	-1%
Cc1ccc(F)c(S(=O)(=O)NC(=O)C2(C)CCN2C(=O)Cc2ccc(C(C)(C)C)cc2)c1 (stereo not given)	-3%	-2%
O=C(Sc1ccc(Cl)cc1)c1ccccn1	40%[activator]	-7%
CCCCc1c(-c2cccc(Cl)c2)ncn1CCc1ccccc1OC	-12%	8%
CCN(CC)C(=O)[C@H]1C[C@H](CC(=O)NCCCn2ccnc2)C(=O)N2CCc3c([nH]c4cc(-c5ccco5)ccc34)[C@]12C	-23%	4%
O=c1c(-c2ccc(O)cc2)coc2cc(O)ccc12	6%	5%
OC[C@@H]1CN(Cc2ccc(-c3ccccc3)cc2)C[C@H](n2cnc3c(NCc4ccc(F)cc4)ncnc32)O1	-19%	-4%
COc1ccc(CNC(=O)COC(=O)c2ccc(C)c(S(=O)(=O)N3CCOCC3)c2)cc1	-4%	0%
Cc1cc(Br)ccc1Nc1nc(N)nc(N)c1N=O	-1%	-1%

New compounds follow
Structure	AMA1 RON2 block	Tb PYK inh
COCCNC(=O)C1(C)CCN(C(=O)c2nc(C)oc2C)C1 (stereo not given)	0%	2%
CC1CN(Cc2ccccc2)C(=S)NC1=O (stereo not given)	-2%	5%
COc1ccc(NS(=O)(=O)c2cccc(C(=O)N3CCN(C/C=C/c4ccccc4)CC3)c2)cc1	102%[activator]	-1%
Cn1c(CSc2nc3ccccc3s2)nnc1SCC(=O)NCc1cccnc1	7%	0%
C[C@@H]1CCCCO[C@H](CN(C)Cc2ccc(C(=O)O)cc2)[C@H](C)CN([C@@H](C)CO)C(=O)c2cc(NC(=O)Nc3ccc(C(F)(F)F)cc3)ccc2O1	14%	8%
C[C@H]1CN([C@@H](C)CO)C(=O)CCCn2nncc2CO[C@@H]1CN(C)C(=O)NC1CCCCC1	-3%	-11%
Cc1cn(C2CC(O)C(O)C(CO)O2)c(=O)[nH]c1=O (stereo not given)	-1%	-3%
C[C@]12CCC3C(CC[C@H]4C[C@@H](O)CC[C@]34C)C1CC[C@@H]2N (stereo not given in full)	9%	0%
O=C(Nc1ccc(C(=O)N2CCCC2)cc1)C1CCCCC1	17%	3%
Cc1cccc(S(=O)(=O)NC(=O)C2(C)CCN2C(=O)c2cccc(F)c2)c1 (stereo not given)	5%	1%
O=c1c2ccccc2sc2nc(CCl)nn12	4%	1%
C[C@H](CO)N1C[C@H](C)[C@@H](CN(C)C(=O)NC2CCCCC2)Oc2c(NC(=O)Nc3ccc4c(c3)OCO4)cccc2C1=O	-4%	-6%
COc1cc(C(O)c2nc(-c3ccccc3C)cs2)ccc1F (stereo not given)	3%	-15%
COc1cc(C#N)ccc1OCC(=O)Nc1cccc(S(=O)(=O)N(C)c2ccccc2)c1	0%	4%
CN(CC(=O)Nc1cc(Cl)ccc1-n1cncn1)Cc1ccccc1N1CCOCC1	106%[activator]	7%

(more compounds)
Structure	AMA1 RON2 block	Tb PYK inh
Cc1ccc(C)c(NC(=O)CN(C)C(=O)c2ccccn2)c1	1%	0%
CN(CCc1ccccc1)C(=O)c1cccc(NC(=O)Cc2cccc(NC(=O)C3CCCN(C(=O)CCc4ccccc4)C3)c2)c1 (stereo not given)	1%	-4%
CN(CCc1ccccc1)C(=O)c1ccc(NC(=O)Cc2cccc(NC(=O)C3CCN(C(=O)C4CC4)CC3)c2)cc1	0%	3%
C=CCC[C@@H](Cc1ccc(F)cc1)C(=O)OC[C@@H]1CCCN1C(=O)[C@@H](CC=C)CC(=O)N[C@@H](CO)Cc1ccccc1	-6%	-9%
COc1ccc(CNC(=O)c2sc(=O)n(Cc3cc(Cl)ccc3OC)c2C)cc1	-5%	-1%
COc1ccc(NC(=O)N(C)C[C@H]2Oc3ccc(NC(=O)Nc4c(C)noc4C)cc3C(=O)N([C@H](C)CO)C[C@@H]2C)cc1	-3%	-2%
O=C(Cc1ccc(NC(=O)C2CCCN(C(=O)C3CCCCC3)C2)cc1)Nc1cccc(C(=O)N2CCCCC2)c1 (stereo not given)	0%	3%
CC(C)CC(NC(=O)OCc1ccccc1)C(=O)NC(Cc1ccccc1)C(=O)CCl (stereo not given)	10%	-1%

In the list so far, 21 have four or more nitrogen atoms.
Structure	AMA1 RON2 block	Tb PYK inh
COc1ccc(-c2ccc(CN3C(CC(C)C)C(=O)N(Cc4cn(Cc5ccco5)nn4)CCS3(=O)=O)cc2)cc1 (stereo not given)	12%	0%
CCc1nc2ccc(C(=O)N3CCN(c4ccccc4)CC3)cn2c1N(C)CCC(C)C	-3%	0%
CN(C)S(=O)(=O)c1ccc(NC(=O)Cn2nc(-c3ccc4c(c3)OCCO4)ccc2=O)cc1	10%	-21%
COCCCn1c(SCC(=O)c2c(N)n(C3CC3)c(=O)[nH]c2=O)nnc1-c1ccccc1Cl	-4%	1%
Cn1c(=O)c2[nH]c(N=NN3CCCCC3)nc2n(C)c1=O	10%	5%
CC(C)C[C@@H](CN1CCCC1CN1C(=S)NC[C@@H]1Cc1ccccc1)N1C[C@H](Cc2ccc(O)cc2)N(CCc2ccccc2)C1=S (stereo not given in full)	18%	-3%
COc1ccc(CC(N)c2csc(Nc3cc(NCCCO)ncn3)n2)cc1 (stereo not given)	58%[activator]	-8%
CCN(CC(=O)Nc1ccc(NC(C)=O)cc1)C(=O)c1ccc(S(=O)(=O)N2CCCC2)cc1	-6%	1%
Nc1ncnc2c1cnn2C1CC(O)C(CO)O1 (stereo not given)	16%	-3%
CCN(CC)C(=O)[C@H]1C[C@H](CC(=O)NCCCn2ccnc2)C(=O)N2CCc3c([nH]c4cc(-c5ccco5)ccc34)[C@]12C	-23%	4%
OC[C@@H]1CN(Cc2ccc(-c3ccccc3)cc2)C[C@H](n2cnc3c(NCc4ccc(F)cc4)ncnc32)O1	-19%	-4%
Cc1cc(Br)ccc1Nc1nc(N)nc(N)c1N=O	-1%	-1%
Cn1c(CSc2nc3ccccc3s2)nnc1SCC(=O)NCc1cccnc1	7%	0%
C[C@@H]1CCCCO[C@H](CN(C)Cc2ccc(C(=O)O)cc2)[C@H](C)CN([C@@H](C)CO)C(=O)c2cc(NC(=O)Nc3ccc(C(F)(F)F)cc3)ccc2O1	14%	8%
C[C@H]1CN([C@@H](C)CO)C(=O)CCCn2nncc2CO[C@@H]1CN(C)C(=O)NC1CCCCC1	-3%	-11%
C[C@H](CO)N1C[C@H](C)[C@@H](CN(C)C(=O)NC2CCCCC2)Oc2c(NC(=O)Nc3ccc4c(c3)OCO4)cccc2C1=O	-4%	-6%
CN(CC(=O)Nc1cc(Cl)ccc1-n1cncn1)Cc1ccccc1N1CCOCC1	106%[activator]	7%
CN(CCc1ccccc1)C(=O)c1cccc(NC(=O)Cc2cccc(NC(=O)C3CCCN(C(=O)CCc4ccccc4)C3)c2)c1 (stereo not given)	1%	-4%
CN(CCc1ccccc1)C(=O)c1ccc(NC(=O)Cc2cccc(NC(=O)C3CCN(C(=O)C4CC4)CC3)c2)cc1	0%	3%
COc1ccc(NC(=O)N(C)C[C@H]2Oc3ccc(NC(=O)Nc4c(C)noc4C)cc3C(=O)N([C@H](C)CO)C[C@@H]2C)cc1	-3%	-2%
O=C(Cc1ccc(NC(=O)C2CCCN(C(=O)C3CCCCC3)C2)cc1)Nc1cccc(C(=O)N2CCCCC2)c1 (stereo not given)	0%	3%

Some of the compounds tested; count on the stated rates, not on these rows.
